Assay outcomes deposited in PubChem BioAssay by National Center for Advancing Translational Sciences (NCATS).
rTrxR1 inhibitor: inhibitors of rat thioredoxin reductase 1; O89049; recombinant rTrxR1, NADPH fluorescence consumption, selenite substrate; Potency, µM (doses to about 114 µM), without a hit: at the top dose activity change, negative = inhibition, usual class: inhibitors; 390,000 tested, 1% active; AID 588453; also: potency is read from the fitted curve at half-maximal effect; % is scaled to controls: 0 for no effect and ±100 for the full control effect; nearly all actives have a fitted effect of over 65% in size
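Rat TrxR1 (90 nM in the dispensed reagent) was pre-reduced with 400 uM NADPH for 5 min at room temperature, then incubated with compound for 15 min. After 400 uM selenite was added, NADPH fluorescence (Ex 340/Em 450 nm) was followed for 8 min.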
Vif-A3G inh: Vif-A3G binding inhibition; Q9HC16; HeLa A3G-eYFP + Vif (tagged APOBEC3G with the HIV-1 protein that degrades it), YFP fluorescence, overnight; Potency, µM (titrated, usually from 46.1 µM), inactives show at the highest dose activity, negative = active, actives largely listed as inhibitors; 410,000 tested, 0.076% active;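 also: potency is read from the fitted curve at half-maximal effect; % is scaled to controls: 0 for no effect and ±100 for the full control effect; nearly all actives have a fitted effect of over 60% in size; hits raise eYFP signal because A3G escapes Vif-driven loss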
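HeLa cells stably expressing Vif and C-terminally eYFP-tagged A3G, seeded overnight at 37 deg C, then exposed to compound by pintool overnight at 37 deg C. Rise in yellow fluorescence (Ex 488/Em 500-530, Acumen) marks blocked Vif-driven A3G degradation.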
Vif-APOBEC3F blk: inhibitors of Vif-A3F interaction. HeLa A3F-eYFP + Vif (tagged APOBEC3F with the HIV-1 protein that degrades it), YFP fluorescence increase. Potency, µM (top dose mostly 46.1 µM), without a hit: at the top dose activity, negative = active. 390,000 tested, 0.2% active. AID 602313; also: potency is read from the fitted curve at half-maximal effect; % of control where 0% means no effect; nearly all actives have a fitted effect of over 65% in size
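Fluorescence increase (Ex 488/Em 500-530) after overnight compound treatment at 37 deg C flags inhibition of Vif-driven A3F-eYFP loss in stable HeLa A3F-eYFP/Vif cells seeded overnight beforehand.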
mIDH1 inhibitor: blocks human mutant IDH1 R132H enzyme; O75874; IDH1-R132H enzyme, NADPH consumption, diaphorase/resazurin fluorescence; Potency, µM (top dose mostly 76.6 µM), for the others: at the top dose activity change, negative = inhibition, most hits filed as inhibitors; 390,000 tested, 0.093% active; also: potency is read from the fitted curve at half-maximal effect; % is scaled to controls: 0 for no effect and ±100 for the full control effect; nearly all actives have a fitted effect of over 65% in size
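IDH1-R132H (0.5 ug/mL dispensed) in pH 7.5 Tris buffer was preincubated 30 min with compound, then given a substrate mix of 0.016 mM NADPH and 2 mM alpha-KG for 80 min at room temperature; remaining NADPH was read by diaphorase/resazurin fluorescence.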
LDHA inh: LDHA (human) enzyme inhibition | AID 1347041 | activity change, % (values are at about 110 or 230 µM) | 480,000 tested, 0.15% active | purified LDHA, NADH/diaphorase-resazurin fluorescence; hits give low values; in the data active = activity change below about -30%; inconclusive = mostly about -25% to -30%;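 also: plate controls were DMSO wells for no effect and wells without enzyme for full effect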
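Human LDH5 at 2 nM final in Tris HCl pH 7.4 with 0.06 mM NADH and 0.2 mM pyruvate, reacted 5 minutes at room temperature. Remaining NADH coupled via diaphorase/resazurin; resorufin fluorescence read at 0 and 20 minutes, normalized to enzyme-free and DMSO wells.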
USP1 inh: blocks the human USP1/UAF1 deubiquitinase complex | 390,000 tested, 0.23% active | O94782 | recombinant USP1/UAF1, Ub-Rhodamine cleavage fluorescence | Potency, µM (titrated, usually from 57.1 µM), for inactives: top-dose activity change, negative = inhibition, usual class: inhibitors; also: potency is read from the fitted curve at half-maximal effect; % is scaled to controls: 0 for no effect and ±100 for the full control effect; nearly all actives have a fitted effect of over 60% in size; inactives centre near -12
Target sequence (O94782 whole entry, looked up): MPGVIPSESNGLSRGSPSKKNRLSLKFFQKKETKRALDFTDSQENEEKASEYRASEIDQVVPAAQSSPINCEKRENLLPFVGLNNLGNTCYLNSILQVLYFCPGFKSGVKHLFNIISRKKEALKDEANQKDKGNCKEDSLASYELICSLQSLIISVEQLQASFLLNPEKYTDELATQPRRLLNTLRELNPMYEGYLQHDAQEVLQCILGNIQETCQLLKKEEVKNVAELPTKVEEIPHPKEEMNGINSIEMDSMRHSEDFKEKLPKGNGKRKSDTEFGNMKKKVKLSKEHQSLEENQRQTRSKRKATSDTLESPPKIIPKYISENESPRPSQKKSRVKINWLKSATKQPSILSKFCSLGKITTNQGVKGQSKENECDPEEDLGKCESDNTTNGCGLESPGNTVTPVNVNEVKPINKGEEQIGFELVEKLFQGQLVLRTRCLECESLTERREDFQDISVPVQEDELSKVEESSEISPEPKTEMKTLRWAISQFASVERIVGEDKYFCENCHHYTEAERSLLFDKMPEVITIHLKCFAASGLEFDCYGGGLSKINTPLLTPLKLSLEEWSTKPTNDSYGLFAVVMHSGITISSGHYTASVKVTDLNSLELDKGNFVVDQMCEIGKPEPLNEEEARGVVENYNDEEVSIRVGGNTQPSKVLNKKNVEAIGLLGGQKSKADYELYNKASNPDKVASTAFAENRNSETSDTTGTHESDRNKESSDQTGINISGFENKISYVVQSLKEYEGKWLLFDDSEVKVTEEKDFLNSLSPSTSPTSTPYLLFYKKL
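USP1/UAF1 complex at 1 nM was preincubated with compound for 15 min at room temperature, then Ub-Rho substrate (150nM final) was added. Fluorescence (480/540 nm) was read kinetically, 6 reads every 60 seconds.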
RGS4 inh: inhibitors of human regulator of G protein signaling 4; P49798; Transcreener GDP fluorescence polarization, RGS4-accelerated GTP hydrolysis; Potency, µM (series often up to 114 µM), for inactives: at the highest dose activity change, negative = inhibition, most hits filed as inhibitors; 390,000 tested, 0.039% active; AID 504845; also: potency is read from the fitted curve at half-maximal effect; % is scaled to controls: 0 for no effect and ±100 for the full control effect; nearly all actives have a fitted effect of over 75% in size; some results filed as inactive show a strong effect at the top dose
Target sequence (P49798 whole entry, looked up): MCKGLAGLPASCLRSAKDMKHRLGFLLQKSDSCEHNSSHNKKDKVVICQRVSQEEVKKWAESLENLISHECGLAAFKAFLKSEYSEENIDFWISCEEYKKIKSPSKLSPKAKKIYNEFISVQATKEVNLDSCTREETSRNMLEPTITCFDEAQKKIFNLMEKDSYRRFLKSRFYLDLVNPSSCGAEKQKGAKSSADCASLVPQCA
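MLSMR compounds (23 nl, pin-transferred) preincubated 10 min at room temperature with a 500nM (2x) first reagent, then RGS4 at 900nM (2x) plus Transcreener GDP mix added; fluorescence polarization (620/688 nm) read before and after 90 min at 30 °C.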
TrxR1 substrate: is turned over as a substrate by rat TrxR1; O89049; 390,000 tested, 0.01% active; Potency, µM (highest dose often 114 µM), inactives show top-dose activity change, negative = substrate turnover; purified TrxR1 substrate turnover, NADPH consumption readout; AID 588456; also: potency is read from the fitted curve at half-maximal effect; % is scaled to controls: 0 for no effect and ±100 for the full control effect; nearly all actives have a fitted effect of over 50% in size
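Rat TrxR1, dispensed at 90 nM, was prereduced with 400 uM NADPH (final) for 5 min at ~22 deg C, then incubated with compound 15 min before 400 uM selenite. A first-read NADPH fluorescence drop versus no-compound background flagged substrates.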
GRP78 ERSR act: inducers of ER stress response in human glioma cells; AID 602332; Potency, µM, inactives show top-dose activation, actives largely listed as activators; 420,000 tested, 0.02% active; U87-MG GRP78 promoter luciferase reporter, 16 h; also: potency is read from the fitted curve at half-maximal effect; series mostly up to about 76 µM; % of control where 0% means no effect; nearly all actives have a fitted effect of over 35% in size
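ERSR induction read as luciferase luminescence (Bright-Glo, 10 min at room temperature) in stably transfected human U87-MG glioma cells exposed to compounds for 16 h, using GRP78 as sensor.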
Numbers without * were called inactive; ? = inconclusive; . = not tested or not shown; [ ] = dose if it differs, or a comment. Unless noted, calls follow the shape of the dose curve; as a rule, active = well fitted curve in the direction sought with a large enough effect; inconclusive = small, poorly fitted or top-dose-only effect, or another doubt; inactive = no such curve, though single readings can be large; an effect the other way counts as inactive or inconclusive. Some of the compounds tested, so the mix of outcomes need not match the whole.

SMILES	rTrxR1 inhibitor	Vif-A3G inh	Vif-APOBEC3F blk	mIDH1 inhibitor	LDHA inh	USP1 inh	RGS4 inh	TrxR1 substrate	GRP78 ERSR act
O=C(c1ccccc1Cl)N1CCC(n2cccc2)CC1	-4.5%[57.1 µM]	-0.5%	1.6%	-0.4%	-8.2	0.0%	-3.0%	1.7%[57.1 µM]	-4.8%
CCOc1ccccc1-n1c(SCC(=O)Nc2nccs2)nnc1-c1ccoc1C	-7.8%	-7.7%	0.0%	3.9%	-2.6	-4.4%	-9.1%	-9.1%	-7.5%
O=C(NC(=S)N(CCCCO)C1CCCCC1)c1sc2ccccc2c1Cl	-13.3%	-0.5%	-0.2%	-0.9%	-0.2	?	-29.8%	7.5%	-1.5%
Cc1ccc(CNC(=O)CSc2nc(=O)n3ccccc3n2)cc1	-9.6%	0.0%	7.1%	7.2%	-4.4	-20.3%	-5.3%	-6.1%	-5.2%
Cc1ccc([C@H]2N[C@]3(CCCN(Cc4ccco4)C3=O)[C@H]3C(=O)N(Cc4ccccc4)C(=O)[C@@H]23)cc1	.	-0.4%	-7.1%	-2.1%	-13.8	-22.7%	.	.	-2.5%
CCOC(=O)c1c(NC(=O)c2cc(Cl)ccc2Cl)sc2c1CCCC2	22.9%	4.0%	-0.6%	0.0%	-0.9	-3.9%	-1.4%	6.0%	-3.0%
CCC1CCCCN1CCCNC(=O)c1ccc2c(c1)N(Cc1ccc(F)cc1)C(=O)c1ccccc1S2=O (stereo not drawn)	35.4%[57.1 µM]	0.6%	-18.5%	-8.6%	-5.2	-3.2%	22.0%[56.9 µM]	13.8%[57.1 µM]	-9.3%
Cc1c(NC(=O)COC(=O)Cn2cc(C(F)(F)F)ccc2=O)cccc1[N+](=O)[O-]	8.0%	-5.0%	-2.7%	0.0%	1.2	-12.1%	-24.6%	8.2%	-2.2%
O=C1CN(C(=O)c2ccccc2F)C(c2ccc(F)cc2)c2cc(F)ccc2N1 (stereo not drawn)	14.4%	0.0%	0.8%	-2.3%	-8.8	-30.4%	-4.6%	7.0%	-2.3%
COc1ccccc1NC(=O)CSc1nnc(-c2ccccn2)o1	13.6%	-5.8%	4.4%	14.4%	-0.7	-4.8%	-9.9%	6.3%	4.6%
COC(=O)CCCC1=CC2=C(c3ccccc3)C(=O)C(C)(OC(=O)C3CCCC3)C(=O)C2=CN1C1CC1 (stereo not drawn)	-15.7%[57.1 µM]	0.2%	-2.6%	0.0%	24.1	?	-5.4%	-4.0%[57.1 µM]	-3.6%
O=C(O)CCC1(C(=O)O)CCC(=O)c2ccccc21 (stereo not drawn)	-12.7%	2.2%	-3.5%	5.2%	-1.5	-11.0%	-8.7%	-7.9%	-5.8%
Oc1ccc(NCc2ccccc2OCc2ccccc2Cl)cc1	31.6µM*	.	.	.	32.6	31.6µM*	-39.5%	-8.8%	.
Nc1ncnc2nc(SCc3ccccc3)[nH]c12	17.7%	-3.5%	.	-0.3%	-4.2	4.6%	4.6%	5.4%	-4.0%
COc1ccccc1-c1c(C)nn2c(N)c(-c3ccccc3)cnc12	18.8%	-10.8%	?	2.3%	-4.6	-20.4%	-4.0%	6.0%	?
COc1ccc(-n2nnnc2SCC(=O)Nc2ccccc2F)cc1	34.4%	4.9%	5.9%	-5.6%	3.5	-4.4%	-2.6%	0.7%	-1.6%
O=C1NCCn2ccc(=O)cc21	10.6%	2.1%	-13.0%	1.3%	-0.8	-12.0%	-21.6%	4.4%	-3.1%
Cc1ccc(Oc2c(C(F)(F)F)oc3c(CN4CCCCC4)c(O)ccc3c2=O)cc1	5.8%	1.1%	-0.9%	-8.3%	-2.4	-6.2%	5.5%	4.6%	-1.6%
CC(=O)N1CCc2cc3nc(C)cc(C)c3cc21	-12.1%	?	-0.8%	11.7%	14.7	-9.4%	15.3%	107.8%[activator]	-2.0%
COc1ccc2nc(SC(C)C(=O)NC3CCCC3)[nH]c2c1 (stereo not drawn)	5.1%[57.1 µM]	-6.0%	2.4%	4.9%	-2.2	-9.8%	-26.2%	1.9%[57.1 µM]	-4.3%
COc1ccc(Cl)cc1NC(=O)COC(=O)c1ccc(Br)o1	0.4%	1.4%	-1.5%	5.2%	-11.9	?	3.0%	-1.3%	-4.7%
Cc1ccc(CNC(=O)C2CCCN(S(=O)(=O)N3CCC(C)CC3)C2)cc1 (stereo not drawn)	21.7%	-0.2%	1.1%	-1.0%	-3.2	-24.8%	18.0%	4.0%	2.6%
O=C(c1cc(-c2cccnc2)nc2ccccc12)N1CCCc2ccccc21	-3.4%[57.1 µM]	?	-6.0%	-4.9%	-8.3	4.3%	4.0%	-5.0%	-2.1%
Cc1ccc(NC(=O)CN(c2ccccc2)S(=O)(=O)N(C)C)cc1C	2.5%[57.1 µM]	3.8%	-8.9%	8.3%	2.4	-11.2%	-4.4%	-5.9%[57.1 µM]	-4.0%
COc1cccc(CNC(=O)c2cc(C3CC3)nc3c2cnn3C(C)C)c1	4.5%	0.5%	2.0%	1.5%	0.7	-19.7%	7.7%	4.9%	-3.1%
O=C(O)Cc1ccc(NC(=O)Nc2ccc(Br)cc2)cc1	6.3%[57.1 µM]	0.0%	4.8%	-11.3%	-8.5	-16.6%	-2.6%	5.8%[57.1 µM]	0.1%
Cn1c(=NC(=O)COc2ccccc2)sc2cc(F)cc(F)c21	22.6%	0.7%	0.3%	0.0%	-4.2	-7.2%	5.4%	2.1%	7.4%
C/C(=N\NC(=O)C1CC1)c1ccc(C)c(C)c1	6.1%	0.1%	1.3%	1.7%	0.5	-11.1%	-27.5%	2.3%	11.0%
O=C(C(c1ccccc1)c1ccccc1)N(Cc1ccco1)C1CCS(=O)(=O)C1 (stereo not drawn)	4.5%[57.1 µM]	-0.8%	3.6%	6.7%	1.9	-9.4%	-28.6%	20.4%[57.1 µM]	-4.0%
O=C(COC(=O)Cc1ccc(Cl)cc1)NC1CCCC1	12.7%	-1.0%	-0.5%	3.2%	-4.1	-15.0%	0.2%	2.3%	-6.4%
O=C(NC1CCN(Cc2ccccc2)CC1)C1CCCN(S(=O)(=O)c2cccc3nonc23)C1 (stereo not drawn)	-2.0%[57.1 µM]	-2.1%	-6.0%	0.5%	1.0	5.4%	-20.8%	6.4%[57.1 µM]	-5.1%
COc1ccccc1OCC(=O)N/N=C1\CCc2ccccc21	0.7%	1.8%	-0.3%	8.1%	1.7	-15.7%	-25.6%	-3.6%	-1.1%
COC(=O)c1cc(OC)c(OC)cc1NC(=O)CCCCCN1C(=O)CCC1=O	8.5%[57.1 µM]	0.7%	-0.3%	-1.7%	4.3	-8.0%	-28.1%[11.4 µM]	7.8%	-7.4%
CCc1ccc(NC(=O)CN(CC(=O)Nc2ccc(CC)cc2)CC(C)O)cc1 (stereo not drawn)	7.8%	-4.1%	3.0%	4.0%	3.3	-20.1%	?	-4.6%	2.7%
C=CCNC(=S)/N=c1\sccn1C	-19.1%	0.7%	-1.0%	2.6%	-11.5	-4.7%	-36.0%[56.9 µM]	-15.6%	-3.7%
CN(C)CCOC(=O)c1cccc(Br)c1	20.0%[57.1 µM]	-1.2%	-0.5%	0.0%	-2.6	-17.6%	14.5%	6.4%[57.1 µM]	-7.0%
O=C(COC(=O)C1CCCCC1)Nc1ccccc1OC(F)F	22.8%[57.1 µM]	0.9%	-0.2%	-8.0%	-3.1	-10.9%	?	6.0%[57.1 µM]	-0.8%
Cc1ccccc1OCC(=O)NCC(=O)N/N=C/c1ccc(Br)o1	1.4%	0.2%	-2.1%	8.5%	-4.9	-19.7%	-48.2%	-8.8%	-5.4%
O=C(Nc1cccs1)Nc1c(F)c(F)cc(F)c1F	2.0%	-0.2%	-10.6%	4.5%	-6.0	-11.4%	-1.8%	-1.1%	-2.0%
Cc1cc(C)cc(OCC(=O)OCC(=O)c2ccc3c(c2)NC(=O)CO3)c1	6.0%[57.1 µM]	-9.1%	1.6%	-2.0%	-4.0	-12.1%	-18.6%	-3.9%	1.5%
CCCCOCCCNC(=O)N[C@H](C(=O)OC)C(C)CC (stereo partly drawn)	11.2%	2.3%	-1.8%	2.3%	-7.3	17.7%	8.0%	5.8%[57.1 µM]	-1.4%
CCC(=O)N1c2ccc(S(=O)(=O)N3CCOCC3)cc2CC1C (stereo not drawn)	27.2%	-5.0%	-6.2%	3.0%	-1.8	-16.3%	-17.2%[56.9 µM]	3.1%	?
CCOc1ccc(NC(=O)Nc2ccc3c(c2)nnn3C)cc1	9.9%	0.6%	-4.2%	0.0%	-3.7	-4.9%	6.1%	10.4%	-1.4%
CSc1cccc(-n2nnc(-c3nsc(NC(=O)c4cccs4)n3)c2C)c1	24.8%[57.1 µM]	-2.8%	0.4%	11.8%	-1.9	8.8%	7.0%	10.5%[57.1 µM]	-0.3%
